L3MBTL1 inh = inhibitors of human L3MBTL1; AlphaScreen L3MBTL1–H3K9me1 peptide binding; Potency, µM (highest dose often 57.1 µM), inactives show top-dose activity, negative = inhibition, usual class: inhibitors; actives 0.66% (n = 230,000); note: nearly all actives have a fitted effect of over 60% in size
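Read-out is AlphaScreen signal from streptavidin donor and nickel chelate acceptor beads (10 ug/mL final each) bridging L3MBTL1 (50 nM) and biotinylated K9-monomethylated H3(1-15) peptide (75 nM), after 30 min compound exposure at room temperature.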
TexasRed fluor = alters Texas Red total fluorescence, flagging assay interference; Potency, µM (titrated, usually from 106 µM), inactives show at the highest dose fluorescence change, negative = quenching; TRb/SRC2 Texas Red total fluorescence interference; actives 0.29% (n = 280,000); AID 1479; active = well fitted curve in either direction with a large enough effect; inconclusive = small, poorly fitted or top-dose-only effect
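Human TRβ ligand-binding domain (0.6 uM) and Texas Red SRC2 peptide (20 nM) in Tris buffer with 1 uM T3 and 5% DMSO were incubated with pinned compound for 5 hr at ambient temperature. Total fluorescence was computed as S + 2P (555/632 nm).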
ALDH1A1 block = blocks purified human ALDH1A1 activity; P00352; Purified ALDH1A1, NADH fluorescence, propionaldehyde substrate; Potency, µM (series often up to 75.3 µM), without a hit: top-dose activity, negative = inhibition, usual class: inhibitors; actives 7.3% (n = 220,000); AID 1030; active = well fitted inhibition curve with a large enough effect, not every such curve was filed as active; inconclusive = small, poorly fitted or top-dose-only effect, or another doubt; inactive = no such curve, though single readings can be large or run the other way;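 note: plate controls were no enzyme wells and a reference inhibitor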
GLA spleen mod = inhibits or activates alpha-galactosidase in human spleen homogenate | Potency, µM (doses to about 80 µM), for inactives: at the top dose activity change, negative = inhibition, usual class: inhibitors | human spleen homogenate, 4MU-alpha-Gal fluorescence, 40 min | P06280 | actives 0.008% (n = 240,000);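 note: 0% = enzyme with vehicle and -100% = no enzyme basal signal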
Target sequence (P06280 32-429 limits assumed): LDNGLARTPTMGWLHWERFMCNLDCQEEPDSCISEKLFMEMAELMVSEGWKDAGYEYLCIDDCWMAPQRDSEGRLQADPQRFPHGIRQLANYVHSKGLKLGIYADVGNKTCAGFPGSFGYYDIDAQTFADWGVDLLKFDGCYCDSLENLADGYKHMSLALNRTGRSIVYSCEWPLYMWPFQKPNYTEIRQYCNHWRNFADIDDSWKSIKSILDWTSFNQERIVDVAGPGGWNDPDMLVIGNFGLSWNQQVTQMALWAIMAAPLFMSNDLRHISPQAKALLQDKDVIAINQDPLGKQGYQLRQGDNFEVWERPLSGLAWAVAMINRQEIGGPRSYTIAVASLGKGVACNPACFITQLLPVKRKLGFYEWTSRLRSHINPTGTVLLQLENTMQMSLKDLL
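Human spleen homogenate (1 ug) as enzyme source, 4-methylumbelliferyl-alpha-D-galactopyranoside 1 mM final, citrate/phosphate pH 5.0 with 0.01% Tween-20. Compounds 40 min at 37C, NaOH/glycine stop; fluorescence Ex 365/Em 440, Hill-fit AC50.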
TRb SRC2 PPI = inhibitors of human thyroid hormone receptor beta-SRC2 interaction; P10828; TRbeta-SRC2 peptide binding, fluorescence polarization; receptor liganded with 1 µM T3; Potency, µM (highest dose often 106 µM), inactives show at the highest dose activity change, negative = inhibition, actives largely listed as inhibitors; actives 0.065% (n = 280,000); AID 1469;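 note: plate controls were bound peptide for no effect and peptide without receptor for full effect; nearly all actives have a fitted effect of over 50% in size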
Target sequence (P10828 whole entry, looked up): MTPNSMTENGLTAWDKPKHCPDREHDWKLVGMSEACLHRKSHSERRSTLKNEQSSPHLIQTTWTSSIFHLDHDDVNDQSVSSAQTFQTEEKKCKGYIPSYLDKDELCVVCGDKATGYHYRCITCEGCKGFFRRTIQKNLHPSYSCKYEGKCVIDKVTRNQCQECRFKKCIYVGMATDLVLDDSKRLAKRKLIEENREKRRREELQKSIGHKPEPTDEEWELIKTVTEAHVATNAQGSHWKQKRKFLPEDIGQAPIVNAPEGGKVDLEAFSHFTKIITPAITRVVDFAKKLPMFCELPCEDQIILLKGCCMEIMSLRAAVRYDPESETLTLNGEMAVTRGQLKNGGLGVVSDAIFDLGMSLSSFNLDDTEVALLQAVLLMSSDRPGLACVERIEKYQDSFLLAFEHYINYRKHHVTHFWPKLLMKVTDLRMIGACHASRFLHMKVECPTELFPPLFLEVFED
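Each compound concentration gave % activity, normalized to unbound and bound Texas Red SRC2 controls, from polarization read after 5 hr ambient incubation with T3-loaded human TRb LBD.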
Tau fluor cs = counter-screen for tau fibril formation inhibitors | actives 0.93% (n = 280,000) | Potency, µM (titrated, usually from 57.7 µM), for the others: at the top dose activity change, negative = decrease | AID 1463 | tau K18 P301L Alexa594 fluorescence, heparin fibrillization; note: nearly all actives have a fitted effect of over 55% in size
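Human tau K18 P301L (15 uM unlabeled, 0.24 uM Alexa 594-labeled) in 100 mM sodium acetate pH 7 with 20 uM heparin, 6 hr at 37 C. ThT 30 uM added, 1 hr ambient; Alexa 594 FP and total fluorescence read at 555/632 nm.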
Tau FP inhib = blocks human tau fibril formation measured by polarization; P10636; K18 P301L tau heparin fibrillization, Alexa594 FP, 6 h; Potency, µM (doses to about 57.7 µM), inactives show at the top dose activity, negative = inhibition, usual class: inhibitors; actives 0.39% (n = 280,000); AID 1468; note: nearly all actives have a fitted effect of over 55% in size
Target sequence (P10636 561-689 P618L limits assumed): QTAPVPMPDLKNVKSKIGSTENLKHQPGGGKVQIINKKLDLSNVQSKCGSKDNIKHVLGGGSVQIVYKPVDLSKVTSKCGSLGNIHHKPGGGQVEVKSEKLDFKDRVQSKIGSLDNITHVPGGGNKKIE
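Quantitative HTS format: compounds meet 15 uM recombinant K18 P301L tau and Alexa 594-tau tracer in 100 mM sodium acetate pH 7; 20 uM heparin triggers fibrillization at 37 C over 6 hr; FP gives the signal.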
Tau ThT inhib = tau fibrillization inhibition (ThT binding) | recombinant tau K18 P301L (four-repeat tau fragment), heparin-induced fibrillization, ThT fluorescence | Potency, µM (top dose mostly 57.4 µM), inactives show top-dose activity, negative = inhibition, most hits filed as inhibitors | actives 2.1% (n = 270,000); note: nearly all actives have a fitted effect of over 55% in size
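Heparin-induced (20 uM) aggregation of recombinant human K18 P301L tau, 15 uM unlabeled with 0.24 uM labeled, pH 7 acetate buffer, 6 hr at 37 C with compound. Fibrils quantified by 30 uM ThT fluorescence after 1 hr ambient incubation.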
The depositor's hits bear a star; ? = inconclusive; . = not tested or not shown; & = joins results of further samples; [ ] = another dose, or the depositor's remark. Unless noted, calls come from the whole dose curve; as a rule, active = well fitted curve in the direction sought with a large enough effect; inconclusive = small, poorly fitted or top-dose-only effect, or another doubt; inactive = no such curve, though single readings can be large; an effect the other way counts as inactive or inconclusive. Unless noted, % is set by controls: 0 for no effect and ±100 for the full control effect; potency is the fitted concentration of half-maximal effect.

Below each SMILES – L3MBTL1 inh, TexasRed fluor, ALDH1A1 block, GLA spleen mod, TRb SRC2 PPI, Tau fluor cs, Tau FP inhib, Tau ThT inhib
Cn1c(N)c(C#N)c2c(c1=S)COC(C)(C)C2
→ ., 0.1%, -10.6%, -15.9%, 4.6%, -7.0%, -4.8%, -6.4%
COc1ccc(C2CC(=O)Nc3c2c(C)nn3-c2nncc(-c3ccc(C)cc3)n2)c(OC)c1OC (stereo unspecified)
→ ., 2.2%, ., ., -2.7%, -22.4%, 10.9%, ?
O=C(Cc1cccs1)N1CCCC(c2nc(-c3ccc(S(=O)(=O)N4CCCC4)cc3)no2)C1 (stereo unspecified)
→ -0.7%, -0.8%, ?, -0.3%, 3.7%, -1.9%, 7.7%, -0.3%
COc1ccc(CCNC(=O)Cc2c(C)c3c(cc(C)c4c(C)coc43)oc2=O)cc1OC
→ ., -1.5%, ., ., -2.7%, -5.7%, -8.9%, -1.9%
COc1ccc([N+](=O)[O-])cc1N(CC(=O)N1CCOCC1)S(C)(=O)=O
→ -21.7%, -1.7%, 4.3%, 9.3%, -0.9%, 1.4%, 4.0%, 0.0%
COCCn1c(SCC(N)=O)nnc1-c1c[nH]c2ccccc12
→ ., -0.1%, -8.9%, -5.0%, 1.4%, -8.6%, -5.7%, -1.6%
COC(=O)c1ccccc1NC(=O)C1CCN(C(=O)c2cc(OC)c(OC)c(OC)c2)CC1
→ 1.4%, 0.8%, -3.2%, 3.9%, 4.5%, -2.3%, -2.8%, -11.0%
COc1ccc(/C=C/C(=O)N2c3ccccc3Sc3ccc(C(F)(F)F)cc32)cc1
→ -13.1%, -0.6%, 0.4%, -0.1%, 9.6%, 5.9%, 11.4%, 6.0%
COc1cccc(C(=O)N2c3ccccc3Sc3ccccc32)c1
→ 9.6%, 10.4%, 3.5%, 0.4%, 6.3%, 5.5%, 10.6%, 6.7%
CCCCN(CC)c1nc(-c2ccncc2)nc2ccccc12
→ ., -1.0%, ?, -2.8%, -4.4%, -15.4%, -6.0%, ?
CCC(C)c1ccccc1OCCOCCN1CCCC1 (stereo unspecified)
→ -7.6%, 2.4%, -13.9%, -9.1%, -0.2%, 3.4%, 0.0%, -1.6%
O=C(Cn1c2[n+](c3ccc(C(F)(F)F)cc31)CCCCC2)Nc1ccc(Br)cc1
→ ., -2.7%, 1.6%, -5.6%, 14.8%, -5.2%, -0.2%, -2.6%
COc1ccc(N2CN=C3SCC(=O)N3C2)cc1
→ 1.2%, 0.8%, 0.9%, -1.2%, 12.9%, -1.5%, -1.1%, -15.1%
Cc1nn(-c2ccccc2)c2c1N(CC(=O)N1CCN(c3cccc(Cl)c3)CC1)C(=O)CS2
→ ., -5.3%, ., ., 2.9%, -8.6%, ?, -3.6%
O=C(Nc1ccc(S(=O)(=O)N2CCCCCC2)cc1)c1cc(=O)c2ccccc2o1
→ ., -9.5%, ., ., 5.7%, -25.5%, ?, 12.0%
Cc1cc(NC(=O)Cc2ccccc2)ccc1NC(=O)c1cccs1
→ -1.8%, -1.5%, 9.6%, -5.7%, -12.8%, -11.5%, -10.6%, -2.8%
Cc1ccc(-n2nnnc2SC(C)C(=O)Nc2ccccc2-c2ccccc2)cc1 (stereo unspecified)
→ 0.9%, 2.8%, -17.6%, 1.3%, -19.9%, -20.0%, -5.6%, -12.2%
N#Cc1cccc2cnccc12
→ ., 1.2%, -2.5%, -3.4%, -12.3%, 0.6%, 8.7%, -0.8%
CC(=O)NCCc1ccc(S(=O)(=O)NCc2ccc3c(c2)OCO3)cc1
→ -0.5%, -4.3%, 5.3%, 9.9%, -4.2%, 4.2%, 5.4%, 0.0%
Cc1ccc(N(C(=O)CCl)C(C(=O)NC2CCCCC2)c2cccnc2)cc1C (stereo unspecified)
→ 0.4%, -0.4%, 8.9%, -0.1%, -7.2%, -0.3%, ?, -18.1%
O=C(CC1C(=O)NCCN1C(=O)Nc1ccccc1)Nc1ccc2c(c1)OCCO2 (stereo unspecified)
→ 2.1%, -0.6%, -2.2%, -3.6%, 8.2%, -5.4%, -1.1%, 8.6%
O=C(N/N=C/c1sc(N2CCOCC2)nc1-c1ccccc1)c1cccc(S(=O)(=O)N2CCOCC2)c1
→ -17.1%, -3.7%, ., -15.7%, 0.7%, -22.3%, ?, -3.3%
Cc1ccc(CN2C(=O)C3CCCN3c3ccc(C#N)cc32)cc1 (stereo unspecified)
→ 3.0%, 7.8%, ?, 6.3%, 5.8%, -15.1%, -2.1%, -10.0%
CCN(CC)S(=O)(=O)c1ccc(N2CCCC2)c(NC(=O)c2ccccc2OC)c1
→ ., -0.3%, ., -5.2%, -4.9%, -19.3%, 14.1%, .
CCOC(=O)c1sc(N)nc1C(C)(C)C
→ -0.6%, -2.5%, ?, 1.5%, -2.2%, -3.9%, 3.5%, -4.1%
N#CCC(CNc1ncc(C(F)(F)F)cc1Cl)OC(=O)c1ccc(Cl)cc1Cl (stereo unspecified)
→ 33.4%[activator], -0.7%, 1.0%, -0.4%, 8.7%, ?, ?, 0.5%
CCC1(CC)Cc2ccccc2C(Nc2c(C)n(C)n(-c3ccccc3)c2=O)=N1
→ ., 1.8%, 1.0%, 20.4%, -22.0%, -4.1%, -0.4%, -7.4%
O=C(COC(=O)C1CC2C=CC1C2)NCc1ccccc1Cl (stereo unspecified)
→ 8.2%, -0.6%, -4.0%, -0.8%, 3.6%, -7.4%, -5.8%, -4.3%
Cc1nn(C)c2c1c(-c1ccccc1)cc(=O)n2Cc1ccccc1Cl
→ ., -0.3%, ., ., 3.2%, -1.2%, 0.8%, -11.0%
CCn1c(Cc2cccc3ccccc23)nnc1SCC(=O)Nc1nccs1
→ -9.8%, -7.6%, 0.1%, -1.0%, -3.3%, -3.1%, 4.7%, -8.1%

The last three entries of the part before come first, to join the parts:
Below each SMILES – L3MBTL1 inh, TexasRed fluor, ALDH1A1 block, GLA spleen mod, TRb SRC2 PPI, Tau fluor cs, Tau FP inhib, Tau ThT inhib
O=C(COC(=O)C1CC2C=CC1C2)NCc1ccccc1Cl (stereo unspecified)
→ 8.2%, -0.6%, -4.0%, -0.8%, 3.6%, -7.4%, -5.8%, -4.3%
Cc1nn(C)c2c1c(-c1ccccc1)cc(=O)n2Cc1ccccc1Cl
→ ., -0.3%, ., ., 3.2%, -1.2%, 0.8%, -11.0%
CCn1c(Cc2cccc3ccccc23)nnc1SCC(=O)Nc1nccs1
→ -9.8%, -7.6%, 0.1%, -1.0%, -3.3%, -3.1%, 4.7%, -8.1%
Cc1cc(C)nc(SC2CCCCC2NS(=O)(=O)c2ccccc2)n1 (stereo unspecified)
→ -1.5%, -1.8%, -15.1%, 5.5%, -2.5%, 2.7%, -4.3%, -0.1%
Cc1cc(C)c(C)c(S(=O)(=O)Nc2ccc(OCC(=O)O)cc2)c1C
→ 8.6%, -3.7%, 4.0%, 1.1%, 2.7%, 1.1%, -0.5%, -0.7%
Cc1onc(-c2ccccc2Cl)c1C(=O)N1CCOC12CCCCC2
→ 2.2%, 2.2%, 2.9%, -6.3%, -0.9%, -0.9%, 4.3%, -1.3%
CC(C)CC(c1nnnn1Cc1ccco1)N1CCN(C2CCCC2)CC1 (stereo unspecified)
→ -2.9%, -2.1%, -7.3%, -6.5%, -1.5%, 2.9%, 7.8%, -4.4%
CCNC(=O)c1cccc(S(=O)(=O)N2CCCCCC2)c1
→ 7.7%, -1.0%, -5.5%, -5.2%, 13.2%, 6.9%, 5.5%, 3.1%
CSc1nsc(SC)c1C(=O)Nc1ccc(C(C)(C)C)cc1
→ 18.0%, 0.6%, ., 9.8%, -0.5%, -13.1%, ?, -12.1%
NC(=O)c1c(NC(=O)C2CCCO2)sc2c1CCCC2 (stereo unspecified)
→ -4.4%, 2.4%, ?, 5.4%, 9.0%, 10.5%, -1.4%, 2.8%
COc1ccccc1NC(=O)COC(=O)c1ccc(S(=O)(=O)NCc2ccco2)cc1
→ -11.0%, 2.2%, 18.8%, -6.2%, -2.8%, -17.6%, 4.9%, ?
CC(C)CCSc1nc(N2CCOCC2)c2c(c1C#N)CC(C)(C)OC2
→ 3.4%, 0.9%, -14.4%, -3.1%, -3.0%, -8.7%, 4.0%, ?
Cc1cc(C)cc(N(C(C)C(=O)N2CCCCC2)S(C)(=O)=O)c1 (stereo unspecified)
→ 4.8%, 1.1%, 11.3%, ?, -9.5%, 3.7%, 0.3%, 0.4%
Cc1ccc(-c2nc3ncccn3c2Nc2ccc3c(c2)OCCO3)cc1
→ ., 1.4%&-6.0%, 9.7%, -10.0%, -4.5%&-0.9%, ?, 0.7%&11.1%, ?
CN(Cc1ccc(-n2cccn2)cc1)Cc1cn(C)nc1-c1ccccc1F
→ -7.8%, -6.7%, -1.6%, -1.3%, 8.5%, -2.9%, 1.5%, -4.3%
O=C(NCCC1=CCCCC1)c1ccc(Cl)cc1
→ 10.7%, 0.6%, ?, 0.2%, 7.0%, -10.2%, -4.1%, -5.2%
O=C(Nc1cc(Br)ccc1O)c1cnn2c(C(F)F)cc(C3CC3)nc12
→ 12.0%, -3.6%, 6.4%, 6.5%, 0.2%, -15.0%, -6.8%, -11.0%
C/C=C/C(=O)Nc1ccccc1Br
→ ., 0.0%, 14.5%, 22.2%, 5.1%, -3.8%, 5.2%, -6.4%
O=C(c1cnn(C(=O)c2ccc(O)cc2)c1)c1ccccc1O
→ -20.5%, -1.7%, ?, 0.0%, -2.1%, -13.7%, -4.4%, ?
Cc1cc(C(=O)Cn2nc(C(=O)O)c3ccccc3c2=O)c(C)n1CC(F)(F)F
→ -8.7%, 1.4%, 3.1%, 1.3%, 9.6%, -3.3%, 2.8%, 1.1%
O=C(Nc1ccc(N2CCOCC2)cc1)C1CCCN(S(=O)(=O)c2ccccc2)C1 (stereo unspecified)
→ 3.6%, 1.1%, -6.8%, -3.3%, 7.9%, -20.4%, 7.3%, -14.2%
CC1CCCN(S(=O)(=O)c2ccc(S(=O)(=O)NC(C)c3cccs3)cc2)C1 (stereo unspecified)
→ ., -0.8%, 37.7µM*, -2.3%, 2.6%, 2.7%, 12.9%, 1.4%
COc1ccc(-n2cnnc2SCC(=O)NC2CCS(=O)(=O)C2)cc1 (stereo unspecified)
→ ., -0.1%, 16.0%, -0.3%, -6.5%, 5.0%, 1.6%, 1.9%
CCOc1ccccc1NC(=O)c1cc(=O)c2ccc(C)cc2o1
→ ., -0.2%, ., ., -2.2%, -2.6%, -13.1%, -1.1%
